L3MBTL1 inh: L3MBTL1 (human) inhibition | Q9Y468 | 0.66% of 230,000 active | AlphaScreen L3MBTL1–H3K9me1 peptide binding | Potency, µM (series often up to 57.1 µM), without a hit: at the highest dose activity, negative = inhibition, actives largely listed as inhibitors; further: nearly all actives have a fitted effect of over 60% in size
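Displacement of a biotinylated histone H3(1-15) peptide monomethylated at Lys9 (75 nM) from L3MBTL1 (50 nM) was measured by AlphaScreen after a 30 min room-temperature compound incubation; cefsulodin titration served as intraplate control.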
GLA spleen mod: alpha-galactosidase A (human) modulation; human spleen homogenate, 4MU-alpha-Gal fluorescence, 40 min; 0.008% of 240,000 active; Potency, µM (highest dose often 80 µM), inactives show at the top dose activity change, negative = inhibition, hits mostly inhibitors;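 further: 0% = enzyme with vehicle and -100% = no enzyme basal signal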
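Human spleen homogenate (1 ug) was the enzyme source, with 4-methylumbelliferyl-alpha-D-galactopyranoside (1 mM final) in pH 5.0 citrate buffer with 0.01% Tween-20. Compounds were titrated; after 40 min at 37C, NaOH/glycine stop, 4-MU fluorescence read; AC50 from Hill fits.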
TexasRed fluor: Texas Red fluorescence interference in TRb-SRC2 counter-screen | TRb/SRC2 Texas Red total fluorescence interference | Potency, µM (titrated, usually from 106 µM), inactives show at the top dose fluorescence change, negative = quenching | 0.29% of 280,000 active; active means well fitted curve in either direction with a large enough effect; inconclusive means small, poorly fitted or top-dose-only effect
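Flags fluorescent or light-absorbing compounds by total fluorescence, S + 2P, at 555 nm excitation and 632 nm emission. Mixture: 20 nM Texas Red SRC2 peptide, 0.6 uM human TRb LBD, 1 uM T3, 5% DMSO; compound exposure 5 h at ambient temperature.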
TRb SRC2 PPI: disrupts binding of human TR beta to SRC2 | P10828 | TRbeta-SRC2 peptide binding, fluorescence polarization; receptor liganded with 1 µM T3 | Potency, µM (series often up to 106 µM), for inactives: at the highest dose activity change, negative = inhibition, actives largely listed as inhibitors | 0.065% of 280,000 active;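 further: plate controls were bound peptide for no effect and peptide without receptor for full effect; nearly all actives have a fitted effect of over 50% in size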
Target sequence (P10828 whole entry, looked up): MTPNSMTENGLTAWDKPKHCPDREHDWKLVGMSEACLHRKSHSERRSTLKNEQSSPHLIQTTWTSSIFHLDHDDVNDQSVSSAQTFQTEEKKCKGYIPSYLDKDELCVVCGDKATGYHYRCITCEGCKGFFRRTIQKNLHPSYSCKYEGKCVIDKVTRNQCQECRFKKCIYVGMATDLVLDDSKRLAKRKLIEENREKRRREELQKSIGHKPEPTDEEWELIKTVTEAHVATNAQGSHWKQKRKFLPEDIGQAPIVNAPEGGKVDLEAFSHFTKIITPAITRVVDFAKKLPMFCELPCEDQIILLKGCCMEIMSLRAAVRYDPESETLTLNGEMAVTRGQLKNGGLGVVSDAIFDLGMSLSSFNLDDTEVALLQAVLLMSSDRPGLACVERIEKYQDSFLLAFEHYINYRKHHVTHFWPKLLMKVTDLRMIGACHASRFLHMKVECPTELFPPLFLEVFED
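Fluorescence polarization of 20 nM Texas Red SRC2 peptide with 0.6 uM human TRb ligand-binding domain, in Tris buffer with 1uM T3 and 5% DMSO. Incubated 5 hr ambient; normalized to unbound and bound controls.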
ALDH1A1 block: ALDH1A1 (human) enzyme inhibition. P00352. Purified ALDH1A1, NADH fluorescence, propionaldehyde substrate. Potency, µM (top dose mostly 75.3 µM), inactives show at the highest dose activity, negative = inhibition, most hits filed as inhibitors. 7.3% of 220,000 active; active means well fitted inhibition curve with a large enough effect, not every such curve was filed as active; inconclusive means small, poorly fitted or top-dose-only effect, or another doubt; inactive means no such curve, though single readings can be large or run the other way;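 further: plate controls were no enzyme wells and a reference inhibitor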
Target sequence (P00352 whole entry, looked up): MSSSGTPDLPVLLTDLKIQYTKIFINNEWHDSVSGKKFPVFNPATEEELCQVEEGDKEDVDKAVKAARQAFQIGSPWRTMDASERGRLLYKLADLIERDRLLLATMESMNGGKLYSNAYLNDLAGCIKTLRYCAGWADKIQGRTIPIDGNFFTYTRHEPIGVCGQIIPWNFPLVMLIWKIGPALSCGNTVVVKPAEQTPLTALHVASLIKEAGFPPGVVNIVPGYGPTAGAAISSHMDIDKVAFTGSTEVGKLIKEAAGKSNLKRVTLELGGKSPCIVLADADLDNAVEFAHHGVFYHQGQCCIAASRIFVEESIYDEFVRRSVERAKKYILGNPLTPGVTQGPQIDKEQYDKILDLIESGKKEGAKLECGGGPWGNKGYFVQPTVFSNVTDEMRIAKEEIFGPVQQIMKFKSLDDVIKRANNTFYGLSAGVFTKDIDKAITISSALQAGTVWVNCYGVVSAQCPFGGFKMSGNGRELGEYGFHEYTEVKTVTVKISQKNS
Tau fibril FP: blocks human tau fibril formation measured by polarization | P10636 | K18 P301L tau heparin fibrillization, Alexa594 FP, 6 h | Potency, µM (top dose mostly 57.7 µM), without a hit: at the top dose activity, negative = inhibition, most hits filed as inhibitors | 0.39% of 280,000 active | AID 1468; further: nearly all actives have a fitted effect of over 55% in size
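Human tau K18 […] P301L fragment, 15 uM unlabeled plus 0.24 uM Alexa 594-labeled tau (final), with compound and 20 uM heparin in 100 mM sodium acetate pH 7; 6 hr at 37 C, then Alexa 594 FP read.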
Tau fluor counter: counter-screen for tau fibril formation inhibitors. tau K18 P301L Alexa594 fluorescence, heparin fibrillization. Potency, µM (titrated, usually from 57.7 µM), without a hit: at the highest dose activity change, negative = decrease. 0.93% of 280,000 active; further: nearly all actives have a fitted effect of over 55% in size
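Human tau K18 P301L (15 uM unlabeled, 0.24 uM Alexa 594-labeled) in 100 mM sodium acetate pH 7 with 20 uM heparin, 6 hr at 37 C. ThT 30 uM added, 1 hr ambient; Alexa 594 FP and total fluorescence read at 555/632 nm.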
Tau fibril ThT: blocks human tau fibril formation measured by thioflavin T. Potency, µM (titrated, usually from 57.4 µM), for the others: at the highest dose activity, negative = inhibition, most hits filed as inhibitors. 2.1% of 270,000 active. recombinant tau K18 P301L, heparin-induced fibrillization, ThT fluorescence. P10636; further: nearly all actives have a fitted effect of over 55% in size
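Fibril formation assay: tau K18 P301L at 15 uM with trace Alexa 594 label, heparin inducer 20 uM, pH 7 sodium acetate buffer, 37 C for 6 hr; endpoint ThT signal.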
Starred values were filed as active, the others as inactive; ? = inconclusive; nt = no result given; & = joins results of further samples; [ ] = dose if it differs, or a comment. Unless noted, the call rests on the fitted dose curve; in most records, active means well fitted curve in the direction sought with a large enough effect; inconclusive means small, poorly fitted or top-dose-only effect, or another doubt; inactive means no such curve, though single readings can be large; an effect the other way counts as inactive or inconclusive. Unless noted, on the % scale 0 is the no-effect control and ±100 the full control effect; potency means the concentration at half of the fitted maximal effect.

compound,L3MBTL1 inh,GLA spleen mod,TexasRed fluor,TRb SRC2 PPI,ALDH1A1 block,Tau fibril FP,Tau fluor counter,Tau fibril ThT
CC(=O)Nc1ccc(NC(=O)CCC(=O)OCC(=O)c2cccc([N+](=O)[O-])c2)cc1,nt,-6%,-11%,-4%,?,5%,-10%,-7%
O=C(NCc1ccc(F)cc1)C1CCCN(c2ncnc3onc(-c4ccc(F)cc4)c23)C1 (stereo not given),nt,nt,16µM*[quencher],-28%,nt,-14%,-15%,6%
O=C(CSc1nnc(NC(=O)CN2CCOCC2)s1)Nc1ccccc1,0%,6%,1%,6%,-6%,-10%,-12%,-11%
Cc1ccc(-n2nc(C(=O)c3ccccc3)n3c(=O)cc(-c4ccccc4)nc23)cc1,0%,5%,3%,-1%,-2%,-4%,-6%,-4%
Cc1c2cnn(-c3ccccc3)c(=O)c2c(C)n1CCCC(=O)Nc1ccc(F)cc1F,nt,nt,-1%,4%,nt,4%,-9%,-3%
Cc1cccc2cc3c(N)c(C#N)sc3nc12,29%,1%,-3%,-5%,-9%,?,?,13µM*
O=C(NCC1CCCO1)C1CCN(C2CCN(C(=O)CC3CCCC3)CC2)CC1 (stereo not given),47%[activator],22%,-8%,-4%,3%,-2%,5%,3%
COc1ccc(-c2cc(C(F)(F)F)nc(N3CCCCC3)n2)cc1OC,6%,-1%,4%,3%,?,-8%,-18%,-7%
OB(O)c1ccc(B(O)O)cc1,nt,15%,-1%,1%,13%,2%,-7%,-1%
CCc1ccc(C(=O)c2ccccc2C(=O)O)s1,2%,8%,-1%,5%,4%,2%,6%,-3%
Cc1nc2c(c(=O)n1CCC(C)C)c1nc3ccccc3nc1n2CC1CCCO1 (stereo not given),-3%,8%,1%,3%,nt,1%,-4%,-3%
COc1cccc(OCC(=O)NN=C2c3ccccc3-c3ccccc32)c1,-10%,-3%,-6%,0%,4%,-7%,-18%,?
CCCSc1nc(N)c(C#N)c(-c2ccc(C)cc2)c1C#N,3%,6%,-1%,-14%,-8%,-1%,-7%,4%
CN(C)S(=O)(=O)c1cccc(NS(=O)(=O)c2ccc(Cl)s2)c1,3%,5%,-7%,-3%,?,-2%,-11%,-9%
COc1ccc([N+](=O)[O-])cc1NC(=O)CSc1nc(C)c(C)c(C)n1,2%,6%,-5%,0%,3%,2%,-6%,-5%
CCN1CCN(c2ncnc3c2cnn3-c2cc(Cl)ccc2C)CC1,nt,nt,1%,5%,nt,-3%,-17%,-10%
C#CCSc1ncc(-c2ccccc2)cn1,40%[activator],5%,3%,-6%,-2%,0%,-4%,?
CNC(=S)NNC(=O)c1sccc1OCc1cccc(C(F)(F)F)c1,10%,-1%,0%,-26%,2%,-1%,6%,10%
N#Cc1ccc(S(=O)(=O)N2CCC(Oc3cccc(C(F)(F)F)c3)CC2)cc1,nt,nt,-1%,2%,nt,-3%,-21%,-2%
Cc1cccc(/C=C\c2ccccc2)n1,nt,1%,0%,0%,?,-2%,-16%,-13%
CCOc1ccc(NC(=O)Nc2ccccc2SC)cc1,-2%,12%,-3%,6%,6%,7%,?,?
CCCC(=O)N1CCN(c2ccc(NC(=O)c3ccc(OCC)c([N+](=O)[O-])c3)cc2)CC1,-2%,-4%,-3%,6%,2%,3%,-21%,?
Cc1cc(C)cc(NC(=O)CSc2nnc(CN3CCOCC3)n2C)c1,?,-2%,0%,-7%,1%,-5%,-5%,-3%
COc1cc(OC)cc(C(=O)N[C@H](C(=O)OCC(=O)N2CCc3ccccc32)C(C)C)c1,12%,-1%,3%,3%,-10%,3%,-6%,-8%
CC(C)OP(=O)(OC(C)C)/C(C=O)=N\Nc1ccc([N+](=O)[O-])cc1,-3%,2%,-6%,0%,nt,5%,-11%,16µM*
O=c1cc(CSc2nnc(COc3ccccc3)n2-c2ccccc2)c2ccccc2[nH]1,-10%,4%,-1%,0%,3%,-2%,3%,1%
CC(C)CS(=O)(=O)c1oc(-c2ccc(F)cc2)nc1S(=O)(=O)c1ccccc1,nt,nt,?,-1%,nt,?,-15%,?
Cn1cccc1Cc1nnc(SCC(=O)Nc2ccc3c(c2)OCCO3)n1-c1ccc(F)cc1,-9%,-2%,4%,6%,20µM*,1%,-15%,-9%
CSc1ccc(C2NC(=O)c3c(sc4c3CCN(C)C4)N2)cc1 (stereo not given),nt,6%,-3%,3%,?,1%,-8%,-5%
CC12CCC(=O)N1C(C(=O)Nc1cccc3ccccc13)CS2 (stereo not given),nt,-3%,-2%,-9%,8%,-2%,-10%,-7%
CC(=O)c1sc2c(c1C)c(=O)n(-c1ccc(Cl)cc1)c(=O)n2Cc1cc(=O)n2cc(Cl)ccc2n1,nt,nt,-2%,5%,nt,-1%,-9%,-7%
COc1ccc(-c2noc(CSCC(=O)Nc3ccc(C)cc3Br)n2)cc1OC,nt,nt,-7%,2%,nt,7%,-20%,?
CCOC(=O)c1c(NC(=O)CSc2cn(CCNC(=O)c3ccc(OCC)cc3)c3ccccc23)sc2c1CCC2,nt,nt,6%,5%,nt,-15%,-28%,-17%
O=C(c1ccc(F)cc1)C1CCN(C(=O)N2CCOCC2)CC1,4%,10%,-2%,-19%,1%,0%,-4%,-7%
COc1cccc2c(=O)cc(C)n(CC(=O)Nc3cccc(C)c3)c12,0%,-3%,-3%,0%,?,5%,-11%,-18%
COc1ccc(NCc2cc3ccc(OC)cc3n(CC(=O)Nc3cc(Cl)ccc3C)c2=O)cc1,nt,nt,1%,-6%,nt,?,?,13%
CCN(CC)CCOC(=O)c1ccc(N/C=C(/C#N)c2nc(-c3ccc4c(c3)OCO4)cs2)cc1,nt,10%,-9%,-5%,nt,-12%,?,?
COc1ccccc1-c1cncnc1Nc1ccc(F)cc1,nt,-4%,-6%,-3%,-2%,-5%,-18%,-9%
CCCOc1ccc(C(=O)NCC(c2cccs2)N(C)C)cc1 (stereo not given),-10%,4%,-1%,2%,8%,3%,-9%,-11%
Cc1cccc(C(=O)NC(=S)NNC(=O)c2ccccc2Cl)c1,13%,7%,-4%,-6%,22µM*,0%,-7%,?
CC(=O)Nc1nnc(COc2ccccc2)s1,-4%,-3%,-4%,-3%,-6%,-10%,-7%,-11%
Clc1ccccc1-c1nnc2n1-c1ccccc1SC2,-5%,-1%,-1%,2%,nt,4%,-7%,-11%
COc1ccccc1NC(=O)NCCN1CCNC1=O,-6%,-13%,-4%,3%,2%,0%,-2%,-4%
CC(=O)Cc1ccccc1OC(=O)c1ccco1,7%,-11%,1%,6%,9%,1%,2%,2%
O=C(c1cccc(Cl)c1)N1c2nc(-c3ccco3)nn2C2(CCCCC2)[C@@H]2CCCC[C@@H]21,nt,nt,-11%,-5%,nt,-3%,-8%,1%
Nc1nonc1-c1nc2ccccc2n1CC(=O)N/N=C\c1ccc(-c2ccc(Cl)cc2)o1,0%,11%,4%,-12%,?,-6%,-17%,1%
COc1ccc(OC)c(C2C(C#N)=C(N)Oc3c2c(C)nn3-c2cccc(Cl)c2)c1 (stereo not given),-14%,11%,-5%,-2%,?,-1%,?,13µM*
c1ccn2cc(CSC3=NCCS3)nc2c1,4%,5%,2%,4%,-6%,-3%,6%,-5%
O=c1c([N+](=O)[O-])cc(C(F)(F)F)cn1Cc1cccc(Cl)c1,-8%,8%,1%,1%,-6%,3%,-6%,-3%
NC1=NC(c2ccccc2Cl)n2c(nc3ccccc32)N1 (stereo not given),0%,-20%,2%,-12%,9%,1%,7%,0%
O=c1oc2ccccc2n1Cn1c(=O)oc2ccccc21,11%,-4%,2%,0%,3%,6%,-2%,-1%
COc1ccc(C(=O)Oc2ccc(=O)n(-c3ccccc3)n2)cc1,-2%,3%,0%,7%,?,9%,-7%,-17%
COc1ccc(NC(=O)Cn2nnc(C(=O)NCc3cccc(OC)c3)c2N)cc1,11%,-3%,0%,2%,14%,2%,3%,-2%
CC(C)C(NC(=O)C(Cc1ccccc1)NC(=O)OCc1ccccc1)C(=O)O (stereo not given),-4%,5%,-5%,0%,10%,-2%,-12%,-9%
CC1(Br)C2CCCC1C2S(=O)(=O)c1ccccc1 (stereo not given),11%,-3%,0%,2%,?,?,-9%,-8%
CCN(CC)S(=O)(=O)c1ccc(OC)c(-n2cnnn2)c1,13%,8%,-7%&-1%,2%&5%,7.9µM*,8%&-2%,2%&-6%,0%&0%
COc1cccc(N2C(=O)CC(NNc3nc4ccccc4s3)C2=O)c1 (stereo not given),0%,2%,-3%,2%,nt,-4%,-10%,?
CCOCCCNC(=O)CSc1nc2nc(C)c(Cc3ccccc3)c(C)n2n1,31%[activator],-4%,-1%,1%,0%,4%,0%,3%
O=S(=O)(c1cc(Cl)ccc1Cl)n1ccnc1,-2%,-8%,-1%[53 µM],9%[53 µM],8%,-10%,-9%,-8%
COc1cccc(NC(=O)C(Cc2ccccc2)NS(=O)(=O)c2ccc3c(c2)oc(=O)n3C)c1 (stereo not given),nt,nt,-1%,0%,nt,-1%,-6%,12%
O=C(NC1CCCCCC1)C1CCN(S(=O)(=O)c2cnc[nH]2)CC1,nt,9%,0%,-4%,8%,1%,-6%,-3%

3 of the compounds above, with values under each structure.
Below each SMILES: L3MBTL1 inh | GLA spleen mod | TexasRed fluor | TRb SRC2 PPI | ALDH1A1 block | Tau fibril FP | Tau fluor counter | Tau fibril ThT
Nc1nonc1-c1nc2ccccc2n1CC(=O)N/N=C\c1ccc(-c2ccc(Cl)cc2)o1
  0% | 11% | 4% | -12% | ? | -6% | -17% | 1%
COc1ccc(OC)c(C2C(C#N)=C(N)Oc3c2c(C)nn3-c2cccc(Cl)c2)c1 (stereo not given)
  -14% | 11% | -5% | -2% | ? | -1% | ? | 13µM*
c1ccn2cc(CSC3=NCCS3)nc2c1
  4% | 5% | 2% | 4% | -6% | -3% | 6% | -5%

Screening data deposited in PubChem by National Center for Advancing Translational Sciences (NCATS).
